# Screens from PubChem BioAssay.
# S1P1 ag pot = S1P1 (human) agonism or agonism potentiation; P21453; S1P1 CRE-bla cells, forskolin, beta-lactamase FRET, potentiator mode; S1P1 agonist co-added at EC20, 2 nM; 100% = saturating reference agonist, 0% = basal; activation, % at 9.5 µM; 0.57% of 56,000 active;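 active means activation above a cutoff set at the mean activation of all tested compounds plus 3 SD, cut at about 54% in these data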;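 further: forskolin at 4 µM as EC80 and the EC20 agonist is SEW2871; 100% = SEW2871 at its EC100 plus forskolin at EC80; some compounds past the cut are filed as inactive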
# 5HT1E antag = blocks the human 5-HT1E serotonin receptor. CHO 5-HT1E Ga15 NFAT-bla reporter, FRET, antagonist. inhibition, % at 6 µM. 0.99% of 65,000 active;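 active means inhibition above a set limit, the mean inhibition across every tested compound plus 3 SD, cut at about 29% in these data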;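 further: signal is the 460 over 535 nm emission ratio of beta-lactamase substrate; 0% = agonist plus DMSO wells and 100% = wells without agonist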
# HTR1E agonist = 5-HT1E (human) receptor agonism. P28566. activation, % at 6 µM. AID 574. 0.69% of 65,000 active. CHO 5-HT1E Ga15 NFAT-bla reporter, FRET; 0% DMSO wells, 100% control agonist wells;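 active means activation above a set limit, the screen-wide mean activation plus 3 SD, cut at about 8.5% in these data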;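 further: 100% = positive control agonist at 1 µM giving full maximal response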
# Jurkat tox 60K = cytotoxicity toward Jurkat cells. Jurkat E6.1 viability, ATP luminescence, 48 h. inhibition, % at 4 µM. 1.2% of 56,000 active;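 active means inhibition above the mean inhibition of all tested compounds plus 3 SD, cut at about 28% in these data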
# HEK293 NFkB inh = lowers PMA/ionomycin-induced NF-kB signal in HEK293 cells; HEK-293 NF-kB luciferase reporter, luminescence; inhibition, % at 3 µM; 0.21% of 62,000 active; AID 465;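 active means inhibition above the mean of all tested compounds plus 3 SD, cut at about 40% in these data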;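 further: 0% = stimulated DMSO wells and 100% = 10 µM reference inhibitor 5653914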
#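 Material: HEK-293 cells with stable firefly luciferase reporter driven by four HIV NF-kB elements / Also added: PMA plus ionomycin mix as NF-kB-activating stimulus / Compound dosing: 3 µM once, 0.30% DMSO / Times: 1 h pretreatment, 16 h stimulation, 37 °C / Signal: luminescence / Evaluation: per-plate % inhibition versus controls / Benchmarks: DMSO and 10 µM reference inhibitor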
# HTR1A agonist = activates the human 5-HT1a serotonin receptor; P08908; CHO 5-HT1a Ga15 NFAT-bla reporter, FRET ratio; 0% basal, 100% maximal reference agonist; activation, % at 10 µM; 0.56% of 65,000 active; AID 567;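 active means activation above the screen-wide mean activation plus 3 SD, cut at about 19% in these data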;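 further: 0% = DMSO wells and 100% = 5-CT at EC100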
# Target sequence (P08908 whole entry, looked up): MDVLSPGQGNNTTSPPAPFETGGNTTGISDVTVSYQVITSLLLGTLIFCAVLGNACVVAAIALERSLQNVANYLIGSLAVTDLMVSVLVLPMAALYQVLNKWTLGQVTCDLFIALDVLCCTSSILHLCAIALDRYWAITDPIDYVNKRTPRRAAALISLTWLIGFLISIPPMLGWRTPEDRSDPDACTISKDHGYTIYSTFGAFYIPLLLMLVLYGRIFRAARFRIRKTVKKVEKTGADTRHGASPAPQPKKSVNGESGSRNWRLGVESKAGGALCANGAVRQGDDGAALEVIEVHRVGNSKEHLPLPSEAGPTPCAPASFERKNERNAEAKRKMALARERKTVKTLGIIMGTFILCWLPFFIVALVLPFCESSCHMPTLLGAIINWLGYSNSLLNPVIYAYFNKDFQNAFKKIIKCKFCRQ
# D1 allo mod = D1 dopamine receptor (human) allosteric modulation | B-score at 10 µM | 5.9% of 58,000 active | AID 641 | P21728 | HEK293 D1, CRE-luciferase, dopamine EC30 potentiation; actives deviate in either direction;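 active means luminescence count or its row- and column-corrected plate score outside the 99.7% band of the plate's sample wells, on either side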
# S1P3 ag = activates the human S1P3 receptor. Q99500. S1P3 NFAT-BLA reporter cells, agonism, FRET ratio; relative to 1 µM S1P, basal subtracted. activation, % at 4.5 µM. 0.1% of 60,000 active. AID 373;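 active means activation above the screen-wide mean plus 3 SD, cut at about 4.5% in these data, passing the limit was not always enough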; further: some compounds called inactive have numbers as strong as hits
# Target sequence (Q99500 whole entry, looked up): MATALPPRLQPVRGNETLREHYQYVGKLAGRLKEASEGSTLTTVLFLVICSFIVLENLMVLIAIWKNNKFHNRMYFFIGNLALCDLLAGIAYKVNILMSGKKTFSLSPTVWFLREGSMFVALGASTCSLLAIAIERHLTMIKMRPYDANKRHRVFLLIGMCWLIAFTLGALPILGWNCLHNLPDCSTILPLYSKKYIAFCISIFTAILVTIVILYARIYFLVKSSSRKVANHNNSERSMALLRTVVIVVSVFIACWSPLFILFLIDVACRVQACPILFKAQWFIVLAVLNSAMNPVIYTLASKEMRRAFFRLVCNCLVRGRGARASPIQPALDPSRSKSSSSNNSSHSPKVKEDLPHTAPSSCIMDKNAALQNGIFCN
#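 Benchmarks: high control 1 µM S1P / System: stable CHO line with human S1P3, Gα16, NFAT-BLA reporter / Dosing: single compound concentration, 4.5 µM final / Timing: 4 h compound at 37 °C, 2 h substrate at RT / Measured by: FRET β-lactamase substrate fluorescence, excitation 405 nm, 460/535 nm emission ratio, background-subtracted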
# 5HT1a antag = antagonists of human 5-HT1a serotonin receptor | CHO 5-HT1a Ga15 NFAT-bla reporter, antagonist mode | inhibition, % at 10 µM | 0.68% of 62,000 active | AID 612;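 active means inhibition above the mean of all tested compounds plus 3 SD, cut at about 43% in these data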;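 further: receptor stimulated by 5-CT agonist at 100 nM near EC80; beta-lactamase reporter measured by ratiometric fluorescence of a cleavable substrate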
# Numbers without * were called inactive; . = no result given.
SMILES,S1P1 ag pot,5HT1E antag,HTR1E agonist,Jurkat tox 60K,HEK293 NFkB inh,HTR1A agonist,D1 allo mod,S1P3 ag,5HT1a antag
Cc1nc2ccc(-c3ccccc3)cc2o1,14,-6,0.3,-1,7,0.5,-0.0071,-0.9,10
O=C(CCNS(=O)(=O)c1cccc2nonc12)NCc1cccs1,.,-2,0.9,.,2,-1.1,0.24,.,4
CCOc1c(OC)cc(C2C(C#N)=C(N)Oc3n[nH]c(-c4ccncc4)c32)cc1OC (stereo not drawn),-12,0,0.7,-2,18,-2.2,0.52,0.1,-13
O=C(CN1CCN(S(=O)(=O)/C=C/c2ccccc2)CC1)NC(=O)NCc1ccco1,0,5,-0.3,8,9,-4.5,-0.18,-0.7,-4
CCC(=O)Nc1cc(NC(=O)CSc2nnc(C(C)C)n2CC)ccc1C,-2,3,0.1,1,17,0.3,0.11,0.1,-10
COc1ccc(C(=O)NCCn2cc(SCC(=O)Nc3cc(C)on3)c3ccccc32)cc1OC,14,18,-1.5,4,4,-3.1,0.23,-0.3,5
CCN(CC)S(=O)(=O)c1cccc(-c2nnc(SC(C)C#N)n2Cc2ccccc2)c1 (stereo not drawn),26,10,0.7,0,18,-0.5,-2.1,0.7,-1
Cc1occc1-c1nnc(SCC(=O)Nc2ccc(F)cc2)n1Cc1ccccc1,13,19,-0.5,-2,10,0.6,0.55,-0.3,28
CC(=O)c1c(C)[nH]c(C(=O)OCCCCN2C(=O)c3ccccc3C2=O)c1C,97*,15,0.4,67*,31,3.9,0.21,-1.8,7
CCn1c(SCC(=O)Nc2ccccc2-c2ccccc2)nnc1-c1ccoc1C,.,5,-0.5,.,10,-4.2,0.13,.,0
COC(=O)N(C)CCCC1(C)C(=O)N(C)c2ccc(O)cc21 (stereo not drawn),7,7,-0.1,7,20,-4.2,-0.032,-0.9,-6
COc1cccc(N(C(=O)c2ccn[nH]2)C2(C(=O)Nc3c(C)cccc3C)CCCCC2)c1,12,-8,0.6,-1,23,-1.1,-0.022,-0.4,9
O=C(OC(C(=O)NCc1cccs1)c1ccc(F)cc1)c1ccco1 (stereo not drawn),8,8,0.2,-7,6,-0.8,0.42,0.6,-7
CC(C)n1nnnc1C(c1ccc(F)cc1)N1CCN(C2CCCC2)CC1 (stereo not drawn),-5,-1,0.6,-8,10,-0.2,0.02,0.0,19
COc1ccc(-c2nnc(SCC(=O)NCc3ccco3)o2)cc1,5,-3,-1.1,-3,10,-1.4,-0.2,0.5,5
CC(C)CCNC(=O)Cn1c(NCCC(C)C)nc2c1c(=O)n(C)c(=O)n2C,6,-1,0.1,0,10,-1.5,-0.0042,-0.2,-6
CSc1nc(NCC(C)C)nc(N2CCOCC2)n1,-3,0,-0.8,-5,23,2.5,8.8*,-1.3,4
Cc1ccc(S(=O)(=O)c2nc(NC3CCS(=O)(=O)C3)sc2Cl)cc1 (stereo not drawn),.,-8,-0.9,.,19,-1.4,.,.,-2
Cc1ccc(OCCn2c(C)c(/C=N/n3cnnc3)c3ccccc32)cc1,-4,44*,0.2,10,12,0.9,-2.3,-0.1,1
Cn1c(=O)c2c(n(C)c1=O)=NC1(CCCCC1)ON=2,-16,4,0.5,-1,3,-1.0,0.34,-0.6,5
O=C(CSc1ccccc1)NCCCN1CCOCC1,.,-7,0.8,.,10,-2.8,.,.,2
Cc1ccccc1N(CC(=O)NCC1CCCO1)C(=O)C1(C)CC(=O)N=C2C=CC=CN21 (stereo not drawn),-11,-3,-0.2,2,14,2.1,-0.048,-1.1,1
OC1(c2ccc3c(c2)OCO3)CCN(Cc2ccccn2)CC1,7,3,-0.4,4,1,-0.5,0.15,-0.1,-8
CCn1c(Cc2ccccc2)nnc1SCC(=O)Nc1nc(C)c(C)s1,3,3,0.3,-2,12,0.1,-1.3,-0.3,-6
O=C(Nc1nccs1)C1(S(=O)(=O)c2ccc(Cl)cc2)CC1,1,-2,-1.2,-1,5,-0.9,-1.1,-0.3,-4

# Remaining list, next part
SMILES,S1P1 ag pot,5HT1E antag,HTR1E agonist,Jurkat tox 60K,HEK293 NFkB inh,HTR1A agonist,D1 allo mod,S1P3 ag,5HT1a antag
O=C(Nc1nc(-c2ccccn2)cs1)c1ccc(S(=O)(=O)N2CCCCC2)cc1,41,14,-0.6,54*,31,-4.3,-0.02,-3.0,27
COc1ccc(C2(C(=O)NC(C)C)CCCC2)cc1OC,-42,-3,0.6,4,13,-2.0,0.26,0.3,-3
Cc1csc(NC(=O)CCn2c(=O)sc3ccccc32)n1,2,3,-0.4,3,10,-0.4,.,-0.9,1
O=C(NCc1cccnc1)Nc1ccc(F)cc1F,.,-8,0.2,0,-9,-0.4,-0.087,-0.6,-13
CCOC(=O)c1c(NC(=O)CSc2nnc(C)c(=O)[nH]2)sc2c1CCC2,-11,2,0.1,-3,7,0.6,1.4,0.3,7
COc1cccc(CN2CCN(C(=O)c3cccc4ccccc34)CC2)c1OC,3,3,0.1,9,19,-1.4,0.81,-1.3,12
Cc1onc(-c2ccccc2)c1C(=O)NC(CC(=O)O)c1ccc(OC(C)C)cc1 (stereo not drawn),9,-8,0.0,-1,20,-0.7,-0.37,-0.7,9
O=C(CCCn1c(SCC(=O)c2ccc(F)cc2)nc2ccccc2c1=O)NCc1ccco1,.,18,0.9,.,10,-1.7,-0.069,.,8
CCOc1ccc(N2C(=O)CC(N3CCN(C4CCc5ccccc5C4)CC3)C2=O)cc1 (stereo not drawn),-7,4,-0.8,4,15,-2.7,-0.65,-1.6,9
O=C(CCCNS(=O)(=O)c1cccc2nsnc12)NCc1ccccc1,10,-3,0.6,-4,9,-2.2,-0.085,-0.7,4
COc1ccccc1N1CCN(C2=NS(=O)(=O)c3ccccc32)CC1,.,-6,-0.1,-10,6,1.0,-0.66,-0.4,-1
O=C(C1CCC1)N1CCc2cc(S(=O)(=O)NCc3cccnc3)ccc21,-18,7,0.4,16,3,-5.9,4.6*,-0.6,7
CCOc1ccccc1C1N(c2ccc(OC)cc2)C(=O)C2CCCN21 (stereo not drawn),-20,-4,1.0,-3,2,-3.7,-0.024,0.6,-11
Cc1cccc(Cn2c(SCCN3CCOCC3)nc3c2c(=O)n(C)c(=O)n3C)c1,-10,-7,1.4,7,6,3.2,1.5,-0.5,-3
CCOC(=O)c1c(C)nc2c(c1C)/C(=N/O)CC(C)(C)C2,14,0,0.2,-3,12,-3.6,0.86,-2.5,-6
Cc1ccc(C(C(=O)NC2CCCC2)N(Cc2ccc(F)cc2)C(=O)c2csnn2)o1 (stereo not drawn),2,3,-1.0,8,14,-1.2,.,-0.9,29
O=C(NCc1nc2ccccc2[nH]1)c1ccco1,10,10,-0.2,8,10,-2.3,-0.74,-0.8,0
CC(NC(=O)c1cc2ccccc2o1)c1cccs1 (stereo not drawn),.,2,0.2,.,10,1.6,1.1,.,6
COC(=O)c1ccc(C(C(=O)NCc2ccccc2)N(Cc2ccco2)C(=O)c2cnccn2)cc1 (stereo not drawn),-2,2,-0.5,-15,8,-2.4,-0.23,-0.6,7
O=c1c(C/C=C/c2ccccc2)c(O)nc2n1CCCS2,4,-1,-0.4,-7,9,1.8,-0.098,-1.1,2
Cc1ccc(CCNC(=O)C2CCCN(C(=O)c3cc4sccc4n3C)C2)cc1 (stereo not drawn),8,-5,0.1,-6,19,11,0.1,-0.2,2
COc1ccccc1CN1C(=O)C2CC=CCC2C1=O (stereo not drawn),.,-2,-0.4,.,16,-2.0,.,.,4
NC(=O)Nc1ccc(Oc2c(F)c(F)c(F)c(F)c2F)cc1,5,10,-0.7,-6,10,0.4,0.55,0.2,-5
CCCc1nc2n[nH]c(N)c2c2c1CCCC2,-16,7,-0.8,.,.,1.7,.,-1.5,.
CSc1nc(N)nc(SCCS(=O)(=O)c2ccc(Cl)cc2)c1C#N,21,3,-0.4,4,-7,-4.1,-0.49,-0.2,-18

# Additional compounds
SMILES,S1P1 ag pot,5HT1E antag,HTR1E agonist,Jurkat tox 60K,HEK293 NFkB inh,HTR1A agonist,D1 allo mod,S1P3 ag,5HT1a antag
CCOc1ccccc1C(=O)Nc1nnc(C(C)C)s1,-19,33*,-0.3,-1,12,-1.2,2.8,-0.1,9
O=c1c2ccccc2nc2sc3ccccc3n12,-40,3,0.0,-3,-15,1.5,-0.062,-0.1,11
CCOC(=O)c1c(NC(=O)c2cccs2)sc2c1CCC2,1,-6,0.6,-6,-12,1.7,0.36,-0.7,-20
CCCc1nnc(NC(=O)CN2CCOCC2)s1,-18,1,0.0,-10,11,-3.7,-0.098,0.3,-5
N#Cc1ccc(NC(=O)N2CCC(c3nc4c(nnn4Cc4cccc(Cl)c4)c(=O)[nH]3)CC2)cc1,-8,0,0.8,0,-10,-1.8,-0.8,0.7,-6
CCN1C(=O)CC(N2CCC(Nc3ccc(OC)cc3)CC2)C1=O (stereo not drawn),-7,-1,0.3,2,12,-0.3,-0.96,-0.4,2
N#CC1=C(N)SC(N)=C(C#N)C1c1ccc(C(F)(F)F)cc1,15,5,-0.9,5,18,-1.7,0.44,1.0,17
Cc1cc(=O)oc(C)c1C(=O)Nc1cnc2ccccc2c1,-6,-6,0.1,-2,5,-2.6,-0.21,-0.5,14
CC1CCc2c(sc(NC(=O)c3ccc(Cn4cc(Br)cn4)o3)c2C(N)=O)C1 (stereo not drawn),7,5,0.3,-4,3,-0.2,0.78,-1.0,1
O=C(O)c1[nH]c2ccc(Cl)cc2c1CC(=O)N1CCN(c2ccccc2)CC1,-42,-1,1.5,1,-6,-2.0,3.1*,-1.0,-6
CCn1c(Cc2ccccc2)nnc1SCC(=O)OC(C)C,3,-1,0.7,-8,4,0.5,0.084,-0.6,11
CCc1cc2c(=O)c(-c3nc4ccccc4n3C)coc2c(CN2CCOCC2)c1O,-9,-4,0.5,-6,5,-0.4,-0.23,0.5,-16
O=C(Cn1ncc2ccccc21)N1CCN(c2cccc(C(F)(F)F)c2)CC1,16,-2,1.3,8,-3,-2.6,-0.51,-0.8,-3
CCC(CC)C(=O)NCCc1cc2c(C)ccc(C)c2[nH]c1=O,4,-11,1.2,-2,1,-2.5,-0.22,-1.2,9
COc1cccc(-c2nnc(NC(=O)c3ccccc3Br)o2)c1,9,0,-0.3,-2,6,1.4,-0.86,-1.8,3
Cc1cc2c(=O)n(CC(=O)N3CCN(c4ccccc4)CC3)cnc2s1,-9,0,-1.0,-3,12,-1.1,0.0096,-1.3,-4

# Single records (already shown):
# COc1cccc(CN2CCN(C(=O)c3cccc4ccccc34)CC2)c1OC is entered as S1P1 ag pot = 3; 5HT1E antag = 3; HTR1E agonist = 0.1; Jurkat tox 60K = 9; HEK293 NFkB inh = 19; HTR1A agonist = -1.4; D1 allo mod = 0.81; S1P3 ag = -1.3; 5HT1a antag = 12
# OC1(c2ccc3c(c2)OCO3)CCN(Cc2ccccn2)CC1 is entered as S1P1 ag pot = 7; 5HT1E antag = 3; HTR1E agonist = -0.4; Jurkat tox 60K = 4; HEK293 NFkB inh = 1; HTR1A agonist = -0.5; D1 allo mod = 0.15; S1P3 ag = -0.1; 5HT1a antag = -8

# Not a hit list; overall some 8.3% were active at least once.
